# Source: PubChem BioAssay (Broad Institute)
# IDH1 mut inh = inhibitors of IDH1 R132H reductase, primary screen, biochemical, plate reader, single point. Isocitrate dehydrogenase [NADP] cytoplasmic (Homo sapiens), O75874. diaphorase/resazurin fluorescence, 60 min. inhibition, % at 10 µM. hit rate 0.18% among 70,000; in the data active = inhibition above about 34%;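 also: 0% = DMSO and 100% = no enzyme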
# EZH2 inh = EZH2/PRC2 methyltransferase inhibitors, primary screen, biochemical, DELFIA time-resolved fluorescence, single point | hit rate 0.35% among 57,000 | PRC2 H3K27 methylation, DELFIA TRF, 1 h | inhibition, % at 12.5 µM;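 active = mean inhibition of replicates at least 50% and every single replicate also reaching 50%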;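 also: dimethyl H3K27 on biotinylated H3 21-44 peptide detected by antibody; plate controls were median neutral control wells for no effect and median positive control wells for full effect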
# Target sequence (Q15910 whole entry, looked up): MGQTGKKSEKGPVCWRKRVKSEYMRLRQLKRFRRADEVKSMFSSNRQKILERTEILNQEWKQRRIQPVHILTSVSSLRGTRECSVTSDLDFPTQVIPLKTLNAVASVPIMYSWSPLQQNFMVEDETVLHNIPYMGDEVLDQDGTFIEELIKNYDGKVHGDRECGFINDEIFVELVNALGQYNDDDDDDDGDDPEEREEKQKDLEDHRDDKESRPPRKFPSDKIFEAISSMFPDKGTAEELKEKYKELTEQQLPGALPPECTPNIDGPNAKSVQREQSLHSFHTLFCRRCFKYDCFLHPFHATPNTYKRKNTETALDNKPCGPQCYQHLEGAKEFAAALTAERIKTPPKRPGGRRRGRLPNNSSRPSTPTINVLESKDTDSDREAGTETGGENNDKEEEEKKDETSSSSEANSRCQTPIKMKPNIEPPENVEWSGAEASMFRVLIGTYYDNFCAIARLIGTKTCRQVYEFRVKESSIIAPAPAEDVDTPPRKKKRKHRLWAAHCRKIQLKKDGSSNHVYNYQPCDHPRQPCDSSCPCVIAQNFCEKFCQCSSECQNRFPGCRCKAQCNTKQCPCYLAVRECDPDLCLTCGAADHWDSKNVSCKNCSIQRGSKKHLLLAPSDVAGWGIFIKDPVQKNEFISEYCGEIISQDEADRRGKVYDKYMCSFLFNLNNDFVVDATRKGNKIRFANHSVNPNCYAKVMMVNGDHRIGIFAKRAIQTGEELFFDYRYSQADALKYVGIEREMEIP
# * hit, by the source's call; nt = no result given. Not all compounds are listed; count on the stated rates, not on these rows.
mol	IDH1 mut inh	EZH2 inh
C[C@H](CO)N1C[C@H](C)[C@@H](CN(C)C(=O)NC2CCCCC2)Oc2ccc(NC(=O)c3ccncc3)cc2C1=O	2.0	nt
Cc1ccc(S(=O)(=O)N[C@@H]2CC[C@H](CC(=O)NCCCN(C)C)O[C@H]2CO)cc1	-0.1	3
COc1ccc(-c2nnnn2C)cc1S(=O)(=O)NCc1ccccc1	1.2	nt
C[C@H](CO)N1C[C@H](C)[C@H](CN(C)Cc2ccc3c(c2)OCO3)Oc2ccc(NC(=O)Nc3ccccc3)cc2CC1=O	nt	-2
C[C@@H]1CN([C@H](C)CO)C(=O)c2cc(NC(=O)CCCN(C)C)ccc2O[C@H]1CN(C)S(=O)(=O)c1ccc(F)cc1	nt	-5
COC(=O)C[C@H]1C[C@@H]2c3cc(NC(=O)NC4CCCC4)ccc3O[C@@H]2[C@@H](CO)O1	-0.1	-7
C[C@H]1CN([C@@H](C)CO)S(=O)(=O)c2ccc(C#CCN(C)C)cc2O[C@@H]1CN(C)C(=O)C1CCCCC1	nt	-5
O=C(C[C@H]1CC[C@@H](NC(=O)Nc2ccc3c(c2)OCO3)[C@H](CO)O1)NCc1ccc(F)cc1	0.3	2
Cc1noc(C)c1S(=O)(=O)Nc1ccc2c(c1)C(=O)N([C@H](C)CO)C[C@H](C)[C@H](CN(C)C(=O)c1ccccc1)OCCCC[C@H](C)O2	2.0	nt
COc1ccc(CN(C)C[C@H]2Oc3c(NC(=O)NC4CCCCC4)cccc3C(=O)N([C@H](C)CO)C[C@H]2C)cc1	-0.4	11
C[C@@H]1CN([C@@H](C)CO)C(=O)c2cccc(NS(=O)(=O)c3cn(C)cn3)c2O[C@@H]1CN(C)S(=O)(=O)c1ccc(F)cc1	0.4	nt
C[C@H]1CN([C@@H](C)CO)S(=O)(=O)c2ccc(C#Cc3ccccn3)cc2O[C@H]1CN(C)Cc1ccc(F)cc1	-0.2	nt
CCC(=O)N(C)C[C@@H]1Oc2ncc(C#CCc3ccccc3)cc2C(=O)N([C@H](C)CO)C[C@H]1C	-0.2	-2
C[C@@H]1CN([C@@H](C)CO)C(=O)c2cc(C#CC3CCCCC3)cnc2O[C@H]1CN(C)S(=O)(=O)c1ccccc1	0.0	nt
C[C@@H]1CCCCO[C@H](CN(C)S(=O)(=O)c2ccccc2)[C@@H](C)CN([C@H](C)CO)C(=O)c2cc(NS(=O)(=O)c3ccc(F)cc3)ccc2O1	0.1	nt
C[C@@H]1CN([C@@H](C)CO)C(=O)c2cc(NC(=O)CCN3CCOCC3)ccc2O[C@@H]1CN(C)C(=O)Nc1ccc2c(c1)OCO2	2.7	nt
Cc1cccc(S(=O)(=O)N(C)C[C@@H]2OCc3ccccc3-c3ccccc3C(=O)N([C@H](C)CO)C[C@H]2C)c1	nt	-22
CNC[C@H]1Oc2ncc(C#CC3CCCCC3)cc2C(=O)N([C@H](C)CO)C[C@H]1C	2.9	-9
C[C@H]1CN([C@@H](C)CO)C(=O)Cc2cc(NC(=O)Nc3ccc(F)cc3)ccc2O[C@@H]1CN(C)S(=O)(=O)c1cccs1	0.2	nt
C[C@@H]1CN([C@H](C)CO)C(=O)Cc2cc(NC(=O)Nc3ccc(C(F)(F)F)cc3)ccc2O[C@H]1CN(C)S(=O)(=O)c1ccccc1	-1.2	nt
COc1ccc(OC)c(S(=O)(=O)N2CCC(C(=O)Nc3cccc(C(F)(F)F)c3)CC2)c1	-0.3	15
CC1CN(c2nc3ccccc3nc2SCC(=O)NCc2ccccc2Cl)CC(C)O1 (stereo not drawn)	-0.2	-11
CCc1cc(C(C)=O)c(O)cc1OCCCCCC(C)(C)c1nn[nH]n1	17	25
C[C@@H]1CN([C@H](C)CO)C(=O)c2cc(NS(=O)(=O)c3ccc(Cl)cc3)ccc2O[C@H]1CN(C)CC1CCCCC1	nt	-2
Cc1ccc(NC(=O)CN(C)S(=O)(=O)c2ccc(C)cc2)cc1	-0.4	-1

mol	IDH1 mut inh	EZH2 inh
CO[C@@H]1CN(C)C(=O)c2ccc(NC(=O)c3nc4ccccc4s3)cc2OC[C@@H](C)N(Cc2ccncc2)C[C@@H]1C	3.8	-10
CC(C)NC(=O)N(C)C[C@H]1Oc2ccc(NS(=O)(=O)c3cn(C)cn3)cc2C(=O)N([C@@H](C)CO)C[C@H]1C	2.4	nt
C[C@@H]1CN([C@@H](C)CO)C(=O)Cc2cc(NC(=O)C3CC3)ccc2O[C@@H]1CN(C)Cc1ccccc1	-0.1	-3
CC(C)NC(=O)Nc1ccc2c(c1)CC(=O)N([C@@H](C)CO)C[C@H](C)[C@H](CN(C)Cc1ccc(Cl)c(Cl)c1)O2	0.0	nt
Cc1noc(C)c1NC(=O)N(C)C[C@@H]1Oc2ccc(NS(=O)(=O)c3c(C)noc3C)cc2C(=O)N([C@@H](C)CO)C[C@@H]1C	-0.1	nt
O=C(COc1ccc(Cl)cc1)Nc1ccc(O)cc1C(=O)O	-0.5	1
C[C@@H]1CN([C@@H](C)CO)C(=O)c2cccc(NC(=O)Nc3ccc4c(c3)OCO4)c2O[C@@H]1CN(C)S(C)(=O)=O	-1.8	nt
C[C@@H]1CCCCO[C@H](CN(C)C(=O)NC2CCCCC2)[C@@H](C)CN([C@H](C)CO)C(=O)c2cc(N(C)C)ccc2O1	1.1	17
Cc1noc(C)c1NC(=O)Nc1cccc2c1O[C@@H](CN(C)S(C)(=O)=O)[C@H](C)CN([C@@H](C)CO)C2=O	2.2	nt
O=C(C[C@@H]1C[C@H]2c3cc(NC(=O)c4cccnc4)ccc3O[C@H]2[C@H](CO)O1)NCc1ccccn1	1.6	8
O=C(O)CSc1cn(Cc2ccccc2)c2ccccc12	0.4	-5
Brc1ccc(-c2cnc3ccccc3n2)s1	-0.2	9
COc1ccc(S(=O)(=O)N(C)C[C@H]2OCCCC[C@@H](C)Oc3ccc(NC(=O)c4ccncc4)cc3C(=O)N([C@@H](C)CO)C[C@H]2C)cc1	0.4	nt
C[C@H](CO)N1C[C@H](C)[C@H](CN(C)S(=O)(=O)Cc2ccccc2)OCc2ccccc2-c2c(n(C)c3ccccc23)C1=O	-0.1	-22
COc1cc(S(=O)(=O)Nc2ccncc2)c(OC)cc1Cl	0.5	1
O=C(CCc1nc(-c2ccccc2Cl)no1)Nc1ccc(Cl)c(Cl)c1	-0.3	49
COCC#Cc1cnc2c(c1)C(=O)N([C@H](C)CO)C[C@H](C)[C@@H](CN(C)Cc1ccc3c(c1)OCO3)O2	3.0	-2
Cc1noc(C)c1NC(=O)N(C)C[C@H]1Oc2c(NC(=O)C3CC3)cccc2C(=O)N([C@H](C)CO)C[C@@H]1C	1.1	nt
C[C@H]1CN([C@@H](C)CO)C(=O)c2cc(NC(=O)CCN3CCOCC3)ccc2O[C@@H]1CN(C)Cc1ccc(C(F)(F)F)cc1	-4.1	-7
O=C(NCC[C@@H]1CC[C@@H](NC(=O)c2cnccn2)[C@@H](CO)O1)Nc1ccc(Cl)cc1	-0.5	-2
C[C@H](CO)N1C[C@H](C)[C@@H](CN(C)Cc2ccncc2)OCCCC[C@H](C)Oc2ccc(NS(=O)(=O)c3ccc(Cl)cc3)cc2C1=O	-0.2	nt
COc1cc2c(cc1OC)CN(C(=O)[C@@H]1[C@H]3C(=O)O[C@H](c4ccccc4)[C@H](c4ccccc4)N3[C@H](c3ccc(O)cc3)[C@@]13C(=O)Nc1ccc(C#CC4(O)CCCCCC4)cc13)CC2	nt	-24
C[C@@H]1CN([C@@H](C)CO)C(=O)Cc2cc(NC(=O)Nc3ccc(C(F)(F)F)cc3)ccc2O[C@@H]1CN(C)S(=O)(=O)c1cccs1	2.3	nt
C[C@H]1CN([C@@H](C)CO)S(=O)(=O)c2ccc(Br)cc2O[C@H]1CN(C)C(=O)Cc1ccncc1	nt	-1
O=C(Nc1ccc(C(F)(F)F)cc1)Nc1ccc2c(c1)[C@@H]1C[C@H](CC(=O)N3CCc4ccccc4C3)O[C@H](CO)[C@@H]1O2	0.0	-8

# Quoted at random: 5 compounds from above, in no set order.
mol	IDH1 mut inh	EZH2 inh
Cc1noc(C)c1NC(=O)Nc1cccc2c1O[C@@H](CN(C)S(C)(=O)=O)[C@H](C)CN([C@@H](C)CO)C2=O	2.2	nt
Cc1noc(C)c1NC(=O)N(C)C[C@H]1Oc2c(NC(=O)C3CC3)cccc2C(=O)N([C@H](C)CO)C[C@@H]1C	1.1	nt
C[C@@H]1CN([C@@H](C)CO)C(=O)c2cccc(NC(=O)Nc3ccc4c(c3)OCO4)c2O[C@@H]1CN(C)S(C)(=O)=O	-1.8	nt
O=C(NCC[C@@H]1CC[C@@H](NC(=O)c2cnccn2)[C@@H](CO)O1)Nc1ccc(Cl)cc1	-0.5	-2
O=C(CCc1nc(-c2ccccc2Cl)no1)Nc1ccc(Cl)c(Cl)c1	-0.3	49

# The results go on.
mol	IDH1 mut inh	EZH2 inh
C[C@@H]1CCCCO[C@@H](CN(C)C(=O)NC2CCCCC2)[C@H](C)CN([C@H](C)CO)C(=O)c2cc(NC(=O)Nc3cccc4ccccc34)ccc2O1	-12	nt
C[C@@H]1CCCCO[C@@H](CN(C)Cc2ccc(Cl)c(Cl)c2)[C@@H](C)CN([C@@H](C)CO)C(=O)c2cc(NC(=O)Nc3ccc4c(c3)OCO4)ccc2O1	4.3	nt
C[C@@H]1CN([C@@H](C)CO)S(=O)(=O)c2ccc(C#Cc3ccccc3)cc2O[C@H]1CN(C)S(=O)(=O)c1ccccc1F	0.1	nt
CO[C@H]1CN(C)C(=O)c2cc(NC(=O)Nc3ccc(Cl)cc3)ccc2OC[C@@H](C)N(C(=O)Nc2c(C)noc2C)C[C@H]1C	nt	-21
CCn1c(SCC(=O)Nc2ccc3c(c2)OCCO3)nnc1-c1ccncc1	-0.2	-18
COc1ccccc1CN(C)C[C@H]1OCc2cn(nn2)CCCC(=O)N([C@H](C)CO)C[C@@H]1C	0.3	5
CCOC(=O)Cc1nnc(Nc2cccc(C)c2)c2ccccc12	0.2	nt
C[C@@H]1CN([C@H](C)CO)C(=O)c2cc(NC(=O)Nc3ccccc3)ccc2O[C@@H]1CN(C)S(=O)(=O)c1cn(C)cn1	0.2	nt
C[C@@H]1CN([C@@H](C)CO)C(=O)c2cc(NS(=O)(=O)c3cn(C)cn3)ccc2O[C@@H](C)CCCCO[C@H]1CN(C)Cc1ccc(C(=O)O)cc1	2.0	nt
COc1ccc(NC(=O)N(C)C[C@H]2Oc3ccc(NC(=O)Nc4cccc5ccccc45)cc3CC(=O)N([C@@H](C)CO)C[C@H]2C)cc1	-0.3	nt
CCn1c(SCC(=O)Nc2ccc(Br)c(Cl)c2)nnc1-c1ccccc1	-0.3	33
C[C@H]1CN([C@@H](C)CO)C(=O)c2cc(N(C)C)ccc2O[C@H]1CN(C)Cc1ccc(-c2ccccc2)cc1	0.6	0
CCC(=O)N(C)C[C@@H]1Oc2cc(C#CC(C)(C)O)ccc2S(=O)(=O)N([C@@H](C)CO)C[C@@H]1C	-1.9	15
COc1ccc(-n2c(SCc3nc4ccccc4s3)nnc2-c2cccnc2)cc1	1.4	nt
COc1ccc(S(=O)(=O)N(C)C[C@@H]2Oc3ccc(NC(=O)Nc4ccc(C(F)(F)F)cc4)cc3CC(=O)N([C@H](C)CO)C[C@H]2C)cc1	-0.1	nt
CN(C)CC(=O)N[C@H]1CC[C@H](CCNC(=O)C2CCCC2)O[C@H]1CO	0.2	-2
COc1ccc(CN(C)C[C@@H]2OCCCC[C@@H](C)Oc3ccc(NS(=O)(=O)c4ccc(C)cc4)cc3C(=O)N([C@@H](C)CO)C[C@H]2C)cc1	1.3	nt
CS(=O)(=O)Nc1ccc2c(c1)[C@@H]1C[C@H](CC(=O)NCc3ccc(Cl)cc3)O[C@@H](CO)[C@@H]1O2	0.2	0
C[C@@H]1CN([C@@H](C)CO)C(=O)c2cccc(NC(=O)c3nc4ccccc4s3)c2O[C@H]1CN(C)Cc1ccc(C(=O)Nc2ccccc2N)cc1	nt	-35
CC(C)c1ccc2c(c1)CCC1[C@](C)(CN)CCC[C@]21C (stereo partly drawn)	-0.5	nt
COc1ccc(CN(C)C[C@@H]2Oc3ccc(NC(=O)CCN4CCOCC4)cc3C(=O)N([C@@H](C)CO)C[C@@H]2C)cc1	0.7	12
CO[C@@H]1CN(C)C(=O)c2cc(NS(=O)(=O)c3ccccc3)ccc2OC[C@H](C)NC[C@@H]1C	0.1	-8
COCC(=O)N(C)C[C@H]1Oc2cc(C#CC(C)(C)O)ccc2S(=O)(=O)N([C@@H](C)CO)C[C@@H]1C	-3.6	2
CS(=O)(=O)N(CC(=O)N1CCOCC1)c1ccc2c3c(cccc13)CC2	-0.3	0
Cc1cc(C(=O)Nc2cccc3c2O[C@@H](CN(C)Cc2ccc4c(c2)OCO4)[C@@H](C)CN([C@@H](C)CO)C3=O)n(C)n1	-1.2	0

mol	IDH1 mut inh	EZH2 inh
CO[C@@H]1CN(C)C(=O)c2ccc(NC(=O)C3CCC3)cc2OC[C@H](C)N(CC2CCCCC2)C[C@@H]1C	0.4	-4
O=C1NC(c2ccccc2)(C(F)(F)F)C(=O)N1Cc1cccnc1 (stereo not drawn)	-0.3	nt
CCCC(=O)n1nc(-c2ccccc2)nc1NCc1ccco1	0.0	26
CO[C@H]1CN(C)C(=O)c2ccc(NC(=O)c3ccc4c(c3)OCO4)cc2OC[C@H](C)N(CCC(F)(F)F)C[C@@H]1C	0.5	-14
COc1ccc(CNC(=O)C[C@H]2C[C@H]3c4cc(NC(=O)NC5CCCC5)ccc4O[C@H]3[C@H](CO)O2)cc1	0.3	19
